hIAP inh: blocks human intestinal alkaline phosphatase; P09923; purified IAP, CDP-Star luminescence, 30 min; inhibition, % at 10 µM; 0.12% of 330,000 active; AID 2544;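 active = inhibition reaching a set limit with compound at 10 µM in the primary screen, cut at about 35% in these data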;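 note: plate controls were DMSO wells with enzyme for no effect and no-enzyme buffer wells for full effect; values of inactives mirror those of a sister screen read the other way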
Target sequence (P09923 whole entry, looked up): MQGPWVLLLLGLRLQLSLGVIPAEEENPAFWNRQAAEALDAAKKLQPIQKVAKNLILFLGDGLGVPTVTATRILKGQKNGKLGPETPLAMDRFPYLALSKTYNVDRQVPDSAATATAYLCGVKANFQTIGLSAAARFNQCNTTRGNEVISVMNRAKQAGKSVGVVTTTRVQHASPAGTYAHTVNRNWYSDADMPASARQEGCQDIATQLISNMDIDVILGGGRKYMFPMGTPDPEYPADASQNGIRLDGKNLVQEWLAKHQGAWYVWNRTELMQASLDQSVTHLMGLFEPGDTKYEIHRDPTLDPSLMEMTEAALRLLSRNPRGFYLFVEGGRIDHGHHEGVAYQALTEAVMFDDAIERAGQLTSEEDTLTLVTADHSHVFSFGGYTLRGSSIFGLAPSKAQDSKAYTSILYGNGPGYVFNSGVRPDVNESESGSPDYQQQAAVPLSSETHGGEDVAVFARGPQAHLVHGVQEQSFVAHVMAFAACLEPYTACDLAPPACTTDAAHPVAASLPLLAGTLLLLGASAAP
mIAP block: mouse IAP inhibition | inhibition, % at 10 µM | AID 2806 | purified mouse IAP, CDP-Star luminescence, 30 min | 0.2% of 330,000 active;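 active = inhibition of at least 40% at 10 µM in the primary screen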;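 note: plate controls were DMSO with enzyme for no effect and no enzyme wells for full effect; values of inactives mirror those of a sister screen read the other way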
HKDC1 inhibitor: HKDC1 (human) hexokinase inhibition; recombinant HKDC1, G6PDH/diaphorase resazurin coupled fluorescence; Q2TB90; inhibition, % at 20 µM; 0.16% of 340,000 active;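 active = inhibition above about 35% when tested at 20 µM, limit read from the data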;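 note: plate controls were DMSO wells with enzyme for no effect and DMSO wells lacking enzyme for full effect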
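System: Recombinant HKDC1 hexokinase | Amount: HKDC1 at 5 µg/mL | Reagent: Glucose with 1 mM ATP | Doses: Single 20 µM dose | Incubation: Reaction time 90 min, room temperature, protected from light | Signal: Coupled resazurin fluorescence, excitation 525 nm, emission 613 nm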
mIAP activ: mouse IAP activation. AID 2805. 0.24% of 330,000 active. muIAP, CDP-Star luminescence, 30 min; hits give high values; 1 = vehicle-only enzyme signal, 0 = enzyme-free wells. activation factor at 10 µM;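 active = activation factor of at least 2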; note: the source names both 10 and 20 µM as test concentration; values of inactives mirror those of a sister screen read the other way
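Assay system: mouse IAP enzyme; reagent: chemiluminescent substrate CDP-Star; dosing: test compounds delivered from DMSO solution; schedule: 30 min at room temperature; measured by: luminescence from enzymatic CDP-Star hydrolysis; controls: DMSO-only wells and no-enzyme negative control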
PfG6PD inh: PfG6PD (Plasmodium falciparum) enzyme inhibition; PfGluPho enzyme, NADPH resazurin-diaphorase fluorescence; 0.78% of 350,000 active; inhibition, % at 20 µM; AID 504690;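 active = inhibition reaching at least a set limit at 20 µM in the primary screen, cut at about 59% in these data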;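 note: 0% = DMSO wells with substrate and 100% = DMSO wells lacking glucose-6-phosphate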
A3A deaminase: blocks human APOBEC3A ssDNA deamination; recombinant A3A, FAM/TAMRA ssDNA deamination fluorescence; inhibition, % at 20 µM; 0.41% of 330,000 active;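 active = at least 40% inhibition at 20 µM here, with at most 30% in a related deaminase screen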;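 note: plate controls were A3A with DMSO for no effect and wells lacking A3A enzyme for full effect; some results filed as inactive read as strong as hits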
Target sequence (P31941 whole entry, looked up): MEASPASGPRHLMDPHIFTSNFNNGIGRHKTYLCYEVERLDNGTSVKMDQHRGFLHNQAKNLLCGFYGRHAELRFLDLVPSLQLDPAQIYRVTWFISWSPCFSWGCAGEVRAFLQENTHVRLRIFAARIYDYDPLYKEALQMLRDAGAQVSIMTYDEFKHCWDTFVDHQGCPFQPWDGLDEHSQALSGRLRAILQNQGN
hIAP act: increases human intestinal alkaline phosphatase activity; P09923; purified human IAP, CDP-Star luminescence, 30 min; hits give high values; 1 = vehicle-only enzyme, 0 = enzyme-free background; activation factor at 10 µM; 0.16% of 330,000 active; AID 2524;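 active = activation factor of the enzyme at least 2-fold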; note: the source names both 10 and 20 µM as test concentration; values of inactives mirror those of a sister screen read the other way
ATG4B inhibitor: blocks human ATG4B protease cleavage of LC3 substrate. Q9Y4P1. ATG4B cleavage of LC3-PLA2, NBD-HPC fluorescence, 1 h. inhibition, % at 8.33 µM. 0.51% of 340,000 active. AID 504462; in the data active = inhibition above about 40%
Active calls of the source: *; · = no result given.

SMILES	hIAP inh	mIAP block	HKDC1 inhibitor	mIAP activ	PfG6PD inh	A3A deaminase	hIAP act	ATG4B inhibitor
CC1CCN(C(=O)Cn2cc3c(n2)CCCC3)CC1	-9	5	0	0.95	1	-6	1.1	-9
O=C(COc1ccccc1)NCCSCc1ccco1	3	-2	-3	1	12	4	0.97	5
CC[C@@H](C)[C@H](CN[C@H](CNC)[C@@H](C)O)NCCc1ccc(OC)cc1	-6	-3	-6	1	4	-1	1.1	-1
CCOc1ccc(/C=N/Nc2cc(=O)n(C)c(=O)n2C)cc1	-4	5	4	0.95	26	9	1	-3
O=C(Cc1ccc(NS(=O)(=O)c2cccc(C(F)(F)F)c2)cc1)NCCN1CCOCC1	3	14	-3	0.86	2	-3	0.97	-7
Cc1nn(C)cc1CNC(=O)c1cccc(F)c1	9	-4	-3	1	-12	-1	0.91	0
O=C(Nc1ccccc1N1CCOCC1)c1cccc(Oc2ccccc2)c1	-1	1	0	0.99	7	-3	1	1
CCCCCCCCC(=O)NCCOc1ccc(OC)cc1	-14	-4	-11	1	1	-2	1.1	-2
CCO[C@@H]1OC(C(N)=O)=C[C@H](c2ccc3c(c2)OCO3)[C@H]1CCCO	-10	-6	-5	1.1	12	-1	1.1	-3
COc1ccc(OC)c(C(=O)CSc2nnc(-c3cccs3)n2C)c1	-11	-9	-8	1.1	-7	-2	1.1	-10
N#Cc1c(=O)c2nc(NCCCO)ncc2n2c(=O)c3ccccc3[nH]c12	-12	-4	10	1	-2	1	1.1	-4
CC1CCN(C(=O)Cn2cc(C(=O)C3CC3)c3ccccc32)CC1	-8	8	-5	0.92	-8	-15	1.1	-7
O=C(CCCN1C(=O)C(c2ccccc2)Oc2cccnc21)Nc1ccccc1Cl (stereo not given)	8	-5	-6	1.1	12	-3	0.92	28
O=C(Nn1c(-c2ccncc2)nc2ccccc2c1=O)c1ccc([N+](=O)[O-])cc1Cl	0	-7	17	1.1	-22	6	1	3
COCCNC(=O)COc1ccc(N(C)S(=O)(=O)c2ccc3ccccc3c2)cc1	-10	14	3	0.86	6	-4	1.1	-12
O=C(NCc1ccc(F)cc1)C1(S(=O)(=O)c2ccc(Cl)cc2)CC1	5	0	-1	1	4	-5	0.95	-8
O=C1CN(C(=O)CSc2nc(-c3ccc(Cl)cc3)cs2)c2ccccc2N1	4	-8	-12	1.1	9	3	0.96	-3
CC(=O)c1c(C)n(-c2ccccc2)c2ccc(OCC(O)CN3CCOCC3)cc12 (stereo not given)	-22	0	-5	1	9	-2	1.2	-2
COc1ccc(CCNC(=O)/C(C#N)=C/c2ccc(OCC(=O)NCC3CCCO3)cc2)cc1OC (stereo not given)	-8	0	-6	0.99	0	0	1.1	-2
Cc1ccc(C(=O)NCCc2nnc3ccc(NCc4ccc5c(c4)OCO5)nn23)cc1	2	6	-1	0.94	6	-1	0.97	-9
COc1ccc(Cl)cc1NC(=O)CCN1CCN(c2ccccc2C)CC1	16	-2	8	1	2	-1	0.84	2
COc1ccc(C(=O)N(C)C(C)c2ccon2)cc1OC1CCN(C(C)C)CC1 (stereo not given)	2	-2	5	1	-15	0	0.98	4
Cc1cc(C)n(CC(O)COc2ccccc2C(=O)Nc2ccccc2)n1 (stereo not given)	12	-3	-13	1	6	-1	0.88	-1
COc1cc(OC)cc(C(=O)OCC(=O)NCc2ccc3c(c2)OCO3)c1	3	4	-2	0.96	6	-2	0.97	0
COc1ccc(N2CCN(C(=O)CCN3C(=S)NC(C)(C)CC3C)CC2)cc1 (stereo not given)	-1	-1	-1	1	-10	-3	1	-5
CCOC(=O)c1sc(=NC(=O)c2ccc(Cl)s2)n(C)c1C	12	-6	-1	1.1	5	3	0.88	14
Cc1cc(C)cc(NC(=O)CSc2nc(=O)n(CCN3CCOCC3)c3c2CCCC3)c1	-8	2	-5	0.98	-9	-3	1.1	-11
O=C(NNC(=O)c1ccc2ccccc2c1O)c1cccs1	-26	19	12	0.81	-63	-3	1.3	-4
CN(C)c1nc(N)nc(CSc2nc3c(c(=O)n(C)c(=O)n3C)n2Cc2ccccc2F)n1	-5	-14	-5	1.1	-2	-1	1.1	-1
Cc1ccc(C)c(S(=O)(=O)NC(C)CCc2ccccc2)c1 (stereo not given)	-13	-5	3	1.1	36	-4	1.1	-5
COc1cc2c(cc1OC)-c1cc(OCCN3CCOCC3)nc(=O)n1CC2	4	-4	1	1	0	-3	0.96	1
CCCCCCn1cc(C(=O)O)c(=O)c2cc(F)c(N3CCCCC3)cc21	21	-1	1	1	-20	-2	0.79	0
Cc1ccc(C)c(C(=O)COC(=O)c2n[nH]c3ccccc23)c1	-36	-5	-1	1.1	27	-1	1.4	-4
CCC1Oc2ccccc2N(CC(=O)NCCCN2CCCCC2CC)C1=O (stereo not given)	-7	2	-11	0.98	-19	4	1.1	-4
Cc1ccc(NCc2ccc(C)s2)cc1	4	22	·	0.78	·	-4	0.96	·
Cc1ccc(S(=O)(=O)N2C[C@@H]3[C@H]4CC[C@H](C4)[C@@H]3[C@@H](C)[C@H]2c2ccn(Cc3ccccc3)c2)cc1	·	1	0	0.99	2	-1	·	·
Nc1c(Cl)ncnc1N1CCCC1	5	-1	-5	1	-16	2	0.95	2
CN(C)C(CNc1nnnn1-c1ccccc1)c1ccco1 (stereo not given)	-41	-1	0	1	9	5	1.4	-8
Cc1ccc(-c2csc3nnc(SCC(=O)Nc4nsc(-c5ccccc5)n4)n23)cc1	12	4	17	0.96	3	3	0.89	-13
CCCCCCNc1cc(C)oc(=O)c1C(C)=O	-24	4	-2	0.96	-20	-2	1.2	1

Brought forward from above: 4 entries, then new ones.
SMILES	hIAP inh	mIAP block	HKDC1 inhibitor	mIAP activ	PfG6PD inh	A3A deaminase	hIAP act	ATG4B inhibitor
Nc1c(Cl)ncnc1N1CCCC1	5	-1	-5	1	-16	2	0.95	2
CN(C)C(CNc1nnnn1-c1ccccc1)c1ccco1 (stereo not given)	-41	-1	0	1	9	5	1.4	-8
Cc1ccc(-c2csc3nnc(SCC(=O)Nc4nsc(-c5ccccc5)n4)n23)cc1	12	4	17	0.96	3	3	0.89	-13
CCCCCCNc1cc(C)oc(=O)c1C(C)=O	-24	4	-2	0.96	-20	-2	1.2	1
CC(=O)c1c(C)[nH]c(C(=O)Nc2cccc(S(=O)(=O)N(C)c3ccccc3)c2)c1C	6	-6	10	1.1	2	1	0.94	-25
CC1(c2cccc3ccccc23)NC(=O)N(CC(=O)NC2CCS(=O)(=O)C2)C1=O (stereo not given)	5	6	-9	0.94	-7	1	0.95	-1
O=C(C1=C[C@H](c2ccccc2)C[C@H](OCc2ccc(CO)cc2)O1)N1CCN(Cc2ccc3c(c2)OCO3)CC1	5	-5	2	1.1	3	-1	0.95	-11
COCCNC(=O)c1ccc(-n2c(SCc3cccnc3)nc3ccccc3c2=O)cc1	-6	0	-1	1	2	2	1.1	12
Cc1ccc(Cl)cc1N1CCN(C(=O)CCC(=O)O)CC1	-16	-6	-2	1.1	-6	-1	1.2	-17
NS(=O)(=O)c1ccc(CCNC(=O)COC(=O)Cc2c(F)cccc2Cl)cc1	5	6	-1	0.94	-2	0	0.95	5
CCCCC(=O)Nc1sc(C(=O)N(CC)CC)c(C)c1C(=O)OC	-2	9	-13	0.91	70*	2	1	3
Cc1cc(=O)[nH]c(SCC(=O)N2CCCC2)n1	-16	-4	-2	1	-7	1	1.2	4
Cc1ccsc1/C=N/NC(=O)c1nnn(-c2nonc2N)c1C	-2	2	2	0.98	10	5	1	-6
COCCNC(=O)C(c1ccco1)N(Cc1ccc(OC)cc1)C(=O)Cn1nnc2ccccc21 (stereo not given)	8	10	-4	0.91	-2	-1	0.93	-8
CCOc1cc(/C=C2/NC(=O)N(CC(=O)OC)C2=O)ccc1O	9	-2	-10	1	2	0	0.91	2
COC(=O)Cn1cnc2sc(C)c(S(=O)(=O)N3CCC(C)CC3)c2c1=O	-12	-9	-2	1.1	-4	0	1.1	-10
O=c1c(Cc2ccccc2)c(O)ccn1CCc1cnc[nH]1	10	5	-4	0.95	14	1	0.9	-4
Cc1ccc(C(=O)N2CCC(C(N)=O)CC2)cc1C	2	4	10	0.96	-5	-2	0.98	-3
Cc1ccc(S(=O)(=O)NCCNC(=O)c2ccc(C)nc2)cc1	13	-3	2	1	-17	-5	0.87	-5
O=C(COc1ccc2oc(-c3ccccc3)cc(=O)c2c1)NCc1ccco1	-16	-1	6	1	-17	-1	1.2	-7
CSc1nnc(N2C(=O)C(O)=C(C(=O)c3ccc(C)o3)C2c2ccc(C)cc2)s1 (stereo not given)	12	3	9	0.97	-8	-5	0.88	0
C#CCOCCOCCOCCNc1nc(N2CCN(C(=O)CCCCCCCCCCNC(=O)[C@@H](CCC(=O)O)n3cc(CCCCCN)nn3)CC2)nc(N2CCN(C(=O)CCCCCCCCCCNC(=O)[C@H](CO)n3cc(CCCCCN)nn3)CC2)n1	3	-7	-5	1.1	26	-6	0.97	-17
C=CC(C)(O)CCCC(C)CCCC(C)CCCC(C)C (stereo not given)	13	-9	2	1.1	-6	1	0.87	4
CCN1C(=O)[C@H]2[C@@H](c3ccc(C)cc3)N3C(=O)N(c4ccc(C)cc4)C(=O)[C@@]3(Cc3ccc(Cl)cc3)[C@H]2C1=O	-5	3	2	0.97	6	-7	1.1	-13
Cc1ccc(S(=O)(=O)/N=C(/Nc2ccc([N+](=O)[O-])cc2[N+](=O)[O-])c2ccccc2)cc1	-5	13	2	0.87	-4	1	1	-7
O=C(N/N=C/c1cccc2ccccc12)c1cc(C2CC2)[nH]n1	-68	3	-4	0.97	30	1	1.7	21
Cc1ccc(CN(C(=O)COc2ccc(Br)cc2)C2CCS(=O)(=O)C2)o1 (stereo not given)	12	4	-1	0.96	5	-7	0.88	-5
CCOC(=O)C1CCCN(CCC(=O)Nc2ccccc2)C1 (stereo not given)	-2	0	-4	1	-2	1	1	-1
O=S(=O)(NCc1ccccc1)c1ccccc1NCc1ccc(Cl)cc1	·	-36	0	1.4	16	0	·	6
O=c1[nH]c(=S)n(C2CCCCC2)c(O)c1C=NCCN1CCOCC1	-8	3	-1	0.97	-16	-3	1.1	2
Cc1ccc(N=Cc2nc(-c3ccco3)oc2O)cc1	-24	4	13	0.96	-5	-2	1.2	5
Cc1ccc(C(=O)O)cc1NC(=O)Nc1cccc2ccccc12	-8	-6	-2	1.1	-26	2	1.1	4
CSc1cccc(NC(=O)COC(=O)C2CCN(S(=O)(=O)c3ccccc3)CC2)c1	-17	-14	-2	1.1	4	-2	1.2	-74
O=C(c1ccc(Cl)c([N+](=O)[O-])c1)N(Cc1ccco1)C1CCS(=O)(=O)C1 (stereo not given)	-2	-2	-7	1	-3	-6	1	0
COCCN1C=C2C(=O)C(C)(OC(=O)CCC(=O)OC)C(=O)C(Br)=C2C=C1c1ccc(OC)cc1 (stereo not given)	13	2	38*	0.98	94*	-2	0.87	-3
CCN1CCN(C(=O)CSCc2nc(-c3ccc(OC)c(OC)c3)oc2C)CC1	-6	4	-6	0.96	0	1	1.1	8
COc1ccccc1N(CN1CCCC1=O)C(=O)c1c(F)cccc1Cl	6	0	-6	1	-11	2	0.94	1
COc1cccc(C2CC(c3ccc(C)cc3)n3nc(N)nc3N2)c1 (stereo not given)	-9	-11	-4	1.1	-8	1	1.1	-2
O=C1CN(C(=O)c2ccccc2Cl)c2ccccc2N1	22	-2	-5	1	22	-11	0.78	0
CCCCCC[N+](C)(C)CC/C=C1/c2ccccc2Sc2ccc(Cl)cc21	-27	-11	3	1.1	12	0	1.3	21
